High-throughput results (PubChem BioAssay)
bub3: NCI yeast anticancer drug screen, S. cerevisiae bub3 mutant strain | % growth inhibition at 50 µM | hit rate 9.9% among 78,000 | AID 167;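 also: 0% = growth of vehicle-only cultures of the same strain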
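In this screen, a yeast mutant lacking normal mitotic checkpoint function is challenged with compound. Relative growth versus vehicle gives the inhibition value.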
sgs1 mgt1: NCI yeast anticancer drug screen, S. cerevisiae sgs1 mgt1 strain | growth inhibition, % at 50 µM | hit rate 10% among 78,000 | AID 161;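 also: 0% = growth of vehicle-only cultures of the same strain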
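Test agents were incubated with a DNA-repair-mutant yeast strain. Growth was then read and compared against vehicle-treated controls.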
yeast mec2-1: NCI yeast anticancer drug screen, S. cerevisiae mec2-1 strain; growth inhibition, % at 50 µM; hit rate 9% among 79,000; AID 157;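 also: 0% = growth of vehicle-only cultures of the same strain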
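Strain: mec2-1 (DNA repair/cell cycle alteration). Compound exposure, then growth measured; inhibition expressed relative to vehicle.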
cln2 rad14: NCI yeast anticancer drug screen, S. cerevisiae cln2 rad14 strain. growth inhibition, % at 50 µM. hit rate 8.3% among 78,000;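 also: 0% = growth of vehicle-only cultures of the same strain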
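Readout is yeast growth inhibition versus vehicle-treated controls, using a strain with cln2 and rad14 alterations exposed to compound.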
yeast mlh1 rad18: NCI yeast anticancer drug screen, S. cerevisiae mlh1 rad18 strain; % growth inhibition at 50 µM; hit rate 11% among 79,000;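 also: 0% = growth of vehicle-only cultures of the same strain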
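Growth inhibition of the yeast strain was measured after compound exposure and expressed relative to vehicle-treated controls. The strain carries defined defects in DNA damage repair.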
yeast rad50: NCI yeast anticancer drug screen, S. cerevisiae rad50 strain; growth inhibition, % at 50 µM; hit rate 10% among 79,000; AID 155;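 also: 0% = growth of vehicle-only cultures of the same strain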
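Yeast carrying a defined DNA repair defect were exposed to test compounds, and growth was compared with vehicle-treated controls to give percent inhibition.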
* = called active by the depositor; . = not tested or not shown; & = joins results of further samples. Rule as the data show it: active = growth inhibition above about 70%; inactive = the rest.

SMILES	bub3	sgs1 mgt1	yeast mec2-1	cln2 rad14	yeast mlh1 rad18	yeast rad50
Cc1[nH]c2ccccc2c1C1Cc2ccccc2N1C(=O)/C=C/C=C/c1ccccc1 (stereo not given)	2	-39	25	38	15	10
N#CSC#Cc1ccc(C#CSC#N)cc1	88*	85*	85*	88*	89*	31
COc1cc(C2c3cc4c(cc3OC(NNC(N)=O)C2C)OCO4)cc(OC)c1OC (stereo not given)	12	7	6	-20	10	-4
CCN=C1C=C/C(=C(/c2ccc(NCC)c(C)c2)c2cc(O)c(S(=O)(=O)O)cc2S(=O)(=O)O)C=C1C	-30	-24	-27	-8	-18	-42
CCOc1ccccc1NC(=O)Nc1ccccc1	10	10	4	-26	3	7
COc1ccc(N2C(=O)C(C)SC23C(=O)Nc2ccccc23)cc1 (stereo not given)	5	6	20	2	19	14
CC(CO)C1CCCCC1 (stereo not given)	-11	-1	-4	-6	-1	0
CCn1c2ccccc2c2cc(NC(N)=S)ccc21	-1	-18	-26	-35	-10	-5
CCOC(=O)CSc1c([N+](=O)[O-])ncn1C	9	9	0	17	-10	5
CC(COc1ccc(C(C)(C)C)cc1)OC=O (stereo not given)	16	19	3	-13	-6	14
CC(=O)OC(C)(C#N)C#N	4	0	-2	3	-5	28
CC(C)(C)OC(=O)NOc1ccc([N+](=O)[O-])cc1[N+](=O)[O-]	99*	100*	100*	99*	100*	99*
NC(=S)c1cccc(C(N)=S)n1	23	24	20	-28	27	19
CCOC(=O)/C(=C\n1c(=O)sc2ccccc21)C(=O)c1ccccc1	8	75*	51	20	36	25
CC1CCc2cc(Br)ccc2N1 (stereo not given)	8	21	5	42	18	11
Cc1nc(N)[nH]c(=O)c1N (tested in a mixture with another compound)	31	-21	6	0	6	5
O=C(O)COc1c(Cl)cc(Cl)c2cccnc12	-63	-16	-4	-17	-4	29
Cc1ccc(/C=C/C(=N/Nc2ccccc2)C(C)CN(C)C)cc1 (stereo not given)	-1	-3	-10	-15	-5	-3
CCS(=O)(=O)C(C(O)C(O)C(O)C(O)CO)S(=O)(=O)CC (stereo not given)	-2	7	9	43	-7	16
CCOC(=O)CCC(NC(=O)C(Cc1ccccc1)NC(=O)OCc1ccccc1)C(=O)OCC (stereo not given)	-8	0	-3	-6	-59	4
Cc1ccc2sc3nc4ccccc4nc3c2c1	6	-2	4	-4	-1	12
COc1cccc2c1C(=O)c1c(O)c3c(c(O)c1C2=O)C[C@@](O)(C(C)=O)C[C@@H]3OC1CC(N(CCO)Cc2ccccc2)C(O)C(C)O1 (stereo not given in full)	89*	92*	91*	91*	91*	91*
COc1ccc(-c2ccccc2C(=O)O)cc1	-7	6	-15	-12	8	-3
C/C(=C\N1CCCCC1)C(=O)c1ccc(F)cc1	-16	-5	13	6	25	9
CC(=O)OC(OC(C)=O)c1ncccc1C(=O)OC(C)C	-8	-15	-13	11	-22	-15
CC(C)(Cl)C(Cl)CC/C(CBr)=C(\Cl)CBr (stereo not given)	92*	92*	92*	90*	4	74*
O=S1(=O)CC(c2ccccc2)(c2ccccc2)Nc2ccccc21	-11	0	-15	-6	-18	-7
CCOP(=O)(OCC)C(C(=O)OC)C(=O)C(=O)Nc1c(C)cc(Br)cc1C (stereo not given)	-4	-24	-17	-2	-18	-42
CC(SC(=S)Nc1ccc(Cl)cc1)C(=O)O (stereo not given)	5	25	1	-42	12	40
CC(=O)Oc1cc(N(C)C)ccc1SC(Cl)(Cl)Cl	23	-12	-18	-62	-26	-15
CC1(C)CNC(=O)C(C)(C2(C)NC(C)(C)CNC2=O)N1 (stereo not given)	-1	-1	0	-36	3	-9
CC1(C)OC(=O)C(c2ccsc2)C(=O)O1	-7	-20	-9	33	-4	-6
CC(=O)OC(C)(C)N=Nc1ccc(Br)cc1	97*	98*	98*	97*	98*	98*
Cc1cc(S(=O)(=O)Nc2nc(N)n(-c3cnc4ccccc4n3)n2)c(S)cc1Cl	-10	-5	-20	3	-1	-24
O=C1c2cnccc2Cc2cccc3c2N1c1ccccc1S3	7	-1	-4	15	22	4
CCN1CCC(O)(C(C(=O)O)c2ccccc2)CC1 (stereo not given)	-39	-35	-27	-29	2	3
CCOC(C)c1ccccc1 (stereo not given)	-1	31	-6	-17	0	-37
CCN(CC)CCCC(C)Nc1ccc2ccccc2n1 (stereo not given)	-4	-14	29	-4	2	-15
O=c1c2ccccc2c(=O)n2n1C1C=CC2C1	4	2	-7	-6	-5	-5
Nc1ccc(I)cc1Cl	.	.	4	.	24	16
O=C(CCS(=O)(=O)CCC(=O)C(c1ccccc1)c1ccccc1)C(c1ccccc1)c1ccccc1	-13	-9	-1	12	3	7
COc1ccc(N2C=Nn3c(nc4sc5c(c4c3=O)CCCC5)C2)cc1	4	0	4	-2	-24	10
O=C(O)CSc1ccc2c3c(cccc13)C(=O)c1ccccc1-2	57	8	27	26	3	-10
CCOC(=O)c1[nH]c(C)cc1C	-22	-8	-16	-18	-1	3
O=C(O)/C=C\C(=O)Nc1ccc2c(c1)Cc1cc(Cl)ccc1-2	12	34	2	80*	54	-6

2 entries from above, with values under each structure:
Every second line gives: bub3	sgs1 mgt1	yeast mec2-1	cln2 rad14	yeast mlh1 rad18	yeast rad50
O=C(CCS(=O)(=O)CCC(=O)C(c1ccccc1)c1ccccc1)C(c1ccccc1)c1ccccc1
    -13	-9	-1	12	3	7
COc1ccc(N2C=Nn3c(nc4sc5c(c4c3=O)CCCC5)C2)cc1
    4	0	4	-2	-24	10

(listing goes on)
SMILES	bub3	sgs1 mgt1	yeast mec2-1	cln2 rad14	yeast mlh1 rad18	yeast rad50
NC(=O)c1ccccc1Sc1ccccc1C(N)=O	2	5	2	2	1	-5
CCOC(=O)C1=C(SC)SC(C(=O)OCC)C2C=C(C)C=CN12 (stereo not given)	-33	-11	-19	5	4	-5
O=C(CCl)Nc1ccc(O)c(C(=O)O)c1	4	-11	-1	-44	-10	3
COc1cc2ccccc2cc1CO	-23	-4	-4	-16	0	-4
NS(=O)(=O)c1ccc(NC(=O)/C=C\C(=O)O)cc1	-4	17	-27	-1	-10	-16
COc1ccc(C(=O)NNC(=O)c2ccc3ccccc3c2)cc1	6	10	1	10	-7	11
Cc1ccccc1C1OC2=C(Nc3ccc([N+](=O)[O-])cc3N2)C1=O (stereo not given)	27	38	21	20	46	38
CC(=O)N/C(=C/c1ccccc1)C(=O)NC(C)(C)C	1	-10	-6	-4	0	-13
CCOC(=O)C1C(=O)CC(C)(O)C(C(=O)OCC)C1c1ccc(N(C)C)cc1 (stereo not given)	-1	-4	-16	-37	-10	-33
C1=CCC2C3C=CC(CC3)C2C1 (stereo not given)	-11	9	-5	-6	-11	9
CCCCOC(OCCCC)C(OCCCC)OCCCC	16	20	8	0	38	19
O=S(=O)(O)O.[NH-]CC1(C[NH-])CCCCC1.[Pt+2]	-29	-3	18	-1	-46	-13
CCOc1ncn(-c2ccc(NC(=S)Nc3ncccn3)cc2)n1	6	22	7	-1	-5	57
Cc1ccc(NC(=S)Nc2cccc(C(F)(F)F)c2)cc1C	-7	-6	-4	5	21	-12
Cc1cc2nc(NS(=O)(=O)c3cc(C)c(Cl)cc3S)[nH]c2cc1C	2	-17	-18	34	-27	-27
O=C(O)C(Cc1ccc(O)cc1)N=Cc1nc(-c2ccccc2)oc1O (stereo not given)	-6	0	-4	3	1	-4
O/N=C1/CCCC/C1=C\c1ccc(Cl)c(Cl)c1	99*	99*	99*	99*	99*	99*
COc1ccc2ccccc2c1-c1c(O)ccc2ccccc12	98*	97*	96*	93*	96*	93*
C=C[Si](Cl)(Cl)c1ccccc1	6	2	-2	0	11	16
O=C1CCCCC1C(O)c1ccc([N+](=O)[O-])cc1 (stereo not given)	-5&5	-2&11	-6&16	-15&-2	-7&16	-3&0
CCN(CC)S(=O)(=O)Nc1c(C)n(C)n(-c2ccccc2)c1=O	-2	-4	-17	-4	14	-6
COC(=O)CN(c1c(C)cc(C)c(N)c1C)S(=O)(=O)c1ccccc1	-11	5	16	5	-25	0
O=C(Nc1ccn(C2OC(CO)C(O)C2O)c(=O)n1)Nc1ccn(C2OC(CO)C(O)C2O)c(=O)n1 (stereo not given)	-1	-5	-18	-36	18	22
CC(=O)Oc1ccc(CC(N)C(=O)O)cc1 (stereo not given)	-2	-4	-4	-2	-3	-2
ON=C(c1ccccc1)c1ccccc1	-2	-2	-4	-7	-3	0
Cc1ccccc1NC(=O)C(=O)Cc1cnc2ccccc2n1	-19	-12	-16	14	-46	-10
CCOC(=O)c1ccc(Nc2nc3cc(C(F)(F)F)ccc3nc2C(=O)OCC)cc1	-12	-32	-11	-19	-20	-31
CN(C)C(=NN)N(C)C	4	2	-2	-34	-4	0
CC(=O)[CH-]C(=O)Nc1ccccc1.CC(=O)[CH-]C(=O)Nc1ccccc1.CC[O-].CC[O-].[Ti+4]	13	11	14	21	13	-16
O=C(C[n+]1ccccc1-c1ccccn1)c1ccc(-c2ccccc2)cc1	1	22	11	-15	35	8

Reprinted at random: six entries already listed
SMILES	bub3	sgs1 mgt1	yeast mec2-1	cln2 rad14	yeast mlh1 rad18	yeast rad50
COC(=O)CN(c1c(C)cc(C)c(N)c1C)S(=O)(=O)c1ccccc1	-11	5	16	5	-25	0
Cc1ccccc1NC(=O)C(=O)Cc1cnc2ccccc2n1	-19	-12	-16	14	-46	-10
COc1ccc2ccccc2c1-c1c(O)ccc2ccccc12	98*	97*	96*	93*	96*	93*
CCN(CC)S(=O)(=O)Nc1c(C)n(C)n(-c2ccccc2)c1=O	-2	-4	-17	-4	14	-6
O/N=C1/CCCC/C1=C\c1ccc(Cl)c(Cl)c1	99*	99*	99*	99*	99*	99*
ON=C(c1ccccc1)c1ccccc1	-2	-2	-4	-7	-3	0

The list continues:
SMILES	bub3	sgs1 mgt1	yeast mec2-1	cln2 rad14	yeast mlh1 rad18	yeast rad50
O=C(CCCCCCCCC(=O)Nc1ccccc1)Nc1ccccc1	-10	-16	13	-13	3	-9
Cc1ccc(S(=O)(=O)N/N=C\C2c3ccccc3-c3ccccc32)cc1	-51	10	0	0	11	1
CCC(C)NC1=NCC(C)S1 (stereo not given)	58	58	29	66	63	64
Cc1cc([N+](=O)[O-])ccc1NC(=O)n1nnc2cc(Cl)ccc21	21	-6	0	1	7	-6
N[C@@H](C[C@H]1CCC(=O)[C@@H]2O[C@H]12)C(=O)O	13	-12	-13	0	-11	-2
C/C(N)=N/C(=O)OCCOC(=O)/N=C(\C)N	15	-9	8	-5	2	-2
C=CC(=NC(C)(C)C)N(CC)CC	10	-9	-13	-16	-3	-9
CC(=O)[C@@H](C)C(=O)N1C(=O)OC[C@@]12[C@@H]1CC[C@@H](C1)C2(C)C	11	-26	-31	-26	-32	-14
CCN(CC)C(=O)CC1(C#N)c2ccccc2C=CN1C(=O)c1ccccc1 (stereo not given)	0	8	36	7	19	4
CCCCC#CC(=O)OCCC	-22	22	16	86*	-10	27
O=C(O)c1cc(=O)c2cc(Cl)ccc2[nH]1	-10	-17	-12	-19	-2	-16
CC(=O)OC1=C(C)C2=C3OC(=O)C(C)=C3CC[C@@]2(C)CC1	25	7	1	19	7	4
O=C(O)C12C3C4C1C1C2C3C1(Br)C41OCCO1 (stereo not given)	-3	-27	-25	10	-21	-14
CSN1CCCCC1	21	4	1	19	-7	9
CCOC(=O)c1ccc(NC(=O)Nc2cc(C)ccn2)cc1	19	10	9	17	12	8

Looked up above:
N[C@@H](C[C@H]1CCC(=O)[C@@H]2O[C@H]12)C(=O)O | yeast mlh1 rad18 = -11
O=C(CCCCCCCCC(=O)Nc1ccccc1)Nc1ccccc1 | sgs1 mgt1 = -16

More results.
SMILES	bub3	sgs1 mgt1	yeast mec2-1	cln2 rad14	yeast mlh1 rad18	yeast rad50
Cc1[nH]nc2c(Cc3ccco3)n[nH]c(=O)c12	0	-8	-10	-24	1	-5
CC12CCCCC1CCC(Br)C2=O (stereo not given)	13	70*	42	-18	62	59
Cc1c2n(c3ccccc13)CC1C2N(C)OC1(C)C (stereo not given)	-26	-31	-6	-7	-26	-22
CN1CCC2(CC1)C(=NC1CCCCC1)NC(=S)N2c1ccccc1	4	10	-5	16	-9	1
C=Nc1ccc([N+](=O)[O-])cc1	-5	-1	10	15	26	7
CCOC(=O)C1(C#N)C(c2ccccc2)CC(O)(c2ccc([N+](=O)[O-])cc2)C(C(=O)c2ccc([N+](=O)[O-])cc2)C1c1ccccc1 (stereo not given)	6	-6	14	31	21	16
CC1COC2=C(CCCC2)C1 (stereo not given)	11	3	-10	1	14	6
CCN(CC)CCCNc1nc2ccccc2c2[nH]c3ccc(OC)cc3c12	-40	-42	-26	-37	-28	-37
Nc1ccc2c(S(=O)(=O)O)cc(S(=O)(=O)O)cc2c1	6	-10	-6	61	-31	-22
CC(=O)Nc1ccc(O)c(C(=O)O)c1	24	-9	7	-6	-24	-9
FC(F)(F)c1nnc(-c2ccccc2)nn1	-15	-11	-16	-37	-8	-9
CN(C)NC(=O)Nc1cccc2ccccc12	-27	-6	-22	-22	-20	-25
